KinaseGlo FLuc = Kinase-Glo luciferase inhibition (counter-screen); Potency, µM (titrated, usually from 38.3 µM), inactives show top-dose activity change, negative = inhibition, hits mostly inhibitors; Kinase-Glo luciferase, ATP luminescence, 8 min; actives 0.28% (n = 200,000); Q27757; note: potency is the fitted concentration of half-maximal effect; % is set by controls: 0 for no effect and ±100 for the full control effect; nearly all actives have a fitted effect of over 60% in size
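Compounds were added to a substrate mix at pH 7.2 (50 mM imidazole, 10 uM ATP, within the enzyme's linear range), followed by Kinase-Glo detection reagent; luminescence was measured after 8 minutes at ambient temperature.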
CBFb-RUNX1 inh = blocks binding between human CBF-beta and RUNX1; Potency, µM (titrated, usually from 59.8 µM), inactives show top-dose activity, negative = inhibition, most hits filed as inhibitors; AlphaScreen CBFb-His/RUNX1-biotin binding, biochemical; AID 1477; Q01196+Q13951; 230,000 tested, under 10 active; note: % of control where 0% means no effect
Target sequence (Q01196 whole entry, looked up): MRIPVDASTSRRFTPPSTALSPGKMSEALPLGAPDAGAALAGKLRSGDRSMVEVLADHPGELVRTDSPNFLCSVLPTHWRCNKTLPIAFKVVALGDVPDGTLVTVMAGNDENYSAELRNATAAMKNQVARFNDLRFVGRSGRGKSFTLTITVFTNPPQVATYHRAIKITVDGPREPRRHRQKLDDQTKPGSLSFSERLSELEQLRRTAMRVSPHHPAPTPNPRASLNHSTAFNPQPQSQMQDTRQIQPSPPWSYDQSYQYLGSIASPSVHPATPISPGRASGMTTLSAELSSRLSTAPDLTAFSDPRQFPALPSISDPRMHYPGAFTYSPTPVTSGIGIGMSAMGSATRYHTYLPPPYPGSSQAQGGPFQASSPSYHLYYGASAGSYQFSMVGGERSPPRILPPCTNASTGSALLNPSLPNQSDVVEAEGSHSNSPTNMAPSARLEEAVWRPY
Target sequence (Q13951 whole entry, looked up): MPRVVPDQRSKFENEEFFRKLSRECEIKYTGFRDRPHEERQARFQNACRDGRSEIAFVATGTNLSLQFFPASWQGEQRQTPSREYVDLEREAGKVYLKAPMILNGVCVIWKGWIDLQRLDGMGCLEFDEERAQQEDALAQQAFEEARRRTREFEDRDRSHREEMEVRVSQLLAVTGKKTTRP
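His-tagged CBF-beta and biotinylated RUNX1 (30 nM each) were premixed 20 min at room temperature, exposed to compound for 15 min, then given nickel-chelate and streptavidin AlphaScreen beads (50 ng each). After 90 min, AlphaScreen signal was read.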
IMPase Li cell = IMPase inhibition in cells with lithium potentiation; CHO-M1 cells, IP1 TR-FRET (IP-One), carbachol + lithium; Potency, µM (highest dose often 59.4 µM), inactives show at the highest dose activity, negative = IMPase inhibition, actives largely listed as inhibitors; actives 0.35% (n = 210,000); AID 1457;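 note: IP1 builds up when IMPase is blocked and the TR-FRET signal falls; potency is the fitted concentration of half-maximal effect; plate controls were basal vehicle for no effect and high inhibitor control for full effect; nearly all actives have a fitted effect of over 50% in size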
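CHO-M1, 2000 cells/well, 16–30 h culture; cpd + low Li+, 30 min 37C; lysis with d2-IP1/Eu-anti-IP1 Ab, 10 min RT; TR-FRET 665/620 ratio and 620 channel; AC50 via Hill.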
HTT aggregate = mutant huntingtin aggregation inhibition; PC12 HttQ103-GFP aggregates, Acumen cytometry, 40 h; Potency, µM (top dose mostly 46.1 µM), inactives show at the highest dose activity change, negative = inhibition, most hits filed as inhibitors; actives 1.1% (n = 220,000); AID 1688; note: potency is the fitted concentration of half-maximal effect; % is set by controls: 0 for no effect and ±100 for the full control effect; nearly all actives have a fitted effect of over 60% in size
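Aggregate formation scored by laser-scanning cytometer (488 excitation, 500–530 emission) in lysed PC12 cells expressing Q103-GFP after 100 nM tebufenozide induction; library tested in dose series, with ATPLite reagent added in the multiplex.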
Epigenetic reg = epigenetic control regulation, reporter derepression | AID 1865 | actives 0.2% (n = 280,000) | murine LDR cells, GFP reporter derepression, 30 h | Potency, µM (series often up to 53.9 µM), for the others: at the top dose GFP activation, most hits filed as activators; note: potency is the fitted concentration of half-maximal effect; % of control where 0% means no effect; nearly all actives have a fitted effect of over 60% in size
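Murine LDR cells carrying a silenced, genomically integrated CMV-driven GFP reporter were exposed to compound for 30 hours at 37 C. After PBS washes, GFP-positive cells (20–120 um objects) were counted by laser-scanning microplate cytometry.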
L3MBTL1 block = L3MBTL1 (human) inhibition; Q9Y468; AlphaScreen L3MBTL1–H3K9me1 peptide binding; Potency, µM (series often up to 57.1 µM), for inactives: top-dose activity, negative = inhibition, hits mostly inhibitors; actives 0.66% (n = 230,000); AID 485360; note: potency is the fitted concentration of half-maximal effect; % is set by controls: 0 for no effect and ±100 for the full control effect; nearly all actives have a fitted effect of over 60% in size
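Displacement of a biotinylated histone H3(1-15) peptide monomethylated at Lys9 (75 nM) from L3MBTL1 (50 nM) was measured by AlphaScreen after a 30 min room-temperature compound incubation; cefsulodin titration served as intraplate control.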
NPSR antagonist = neuropeptide S receptor (human) antagonism, cAMP; AID 1461; CHO-NPSR cells, cAMP TR-FRET, antagonist mode; actives 1% (n = 220,000); Potency, µM (top dose mostly 38.3 µM), without a hit: top-dose activity change, negative = inhibition, actives largely listed as inhibitors; note: potency is the fitted concentration of half-maximal effect; % is set by controls: 0 for no effect and ±100 for the full control effect; nearly all actives have a fitted effect of over 50% in size; many of its hits are not listed in these tables
Target sequence (Q6W5P4 whole entry, looked up): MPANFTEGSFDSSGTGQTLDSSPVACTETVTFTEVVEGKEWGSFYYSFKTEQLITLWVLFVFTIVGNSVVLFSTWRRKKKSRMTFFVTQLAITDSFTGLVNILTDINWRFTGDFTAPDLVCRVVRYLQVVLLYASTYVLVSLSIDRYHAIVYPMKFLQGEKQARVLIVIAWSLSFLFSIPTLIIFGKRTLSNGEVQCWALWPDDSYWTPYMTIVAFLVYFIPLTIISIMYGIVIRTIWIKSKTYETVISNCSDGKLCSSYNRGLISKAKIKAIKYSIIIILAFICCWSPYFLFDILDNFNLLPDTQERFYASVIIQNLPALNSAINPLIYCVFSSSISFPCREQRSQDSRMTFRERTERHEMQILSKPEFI
Starred values were filed as active, the others as inactive; ? = inconclusive; . = not tested or not shown; & = joins results of further samples; [ ] = another dose, or the depositor's remark. Calls come from the whole dose curve; as a rule, active = well fitted curve in the direction sought with a large enough effect; inconclusive = small, poorly fitted or top-dose-only effect, or another doubt; inactive = no such curve, though single readings can be large; an effect the other way counts as inactive or inconclusive. These rows are one share of the data; rates above refer to the full screens.

Every second line gives: KinaseGlo FLuc	CBFb-RUNX1 inh	IMPase Li cell	HTT aggregate	Epigenetic reg	L3MBTL1 block	NPSR antagonist
1: O=C(Nc1cnc2ccccc2c1)c1ccco1
 : -14%	0%	12%[38.3 µM]	-6%	-0.9%	9%	-7%[46.1 µM]
2: Cc1ccnc(SCC(=O)c2ccc([N+](=O)[O-])cc2)n1
 : 0%	-16%	13%	7%	0.0%	-1%	13%
3: C=CCOc1nc2c(c(=O)n(C)c(=O)n2C)n1Cc1c(Cl)cccc1Cl
 : -3%	1%	18%[38.3 µM]	?	0.0%	-2%	-7%[46.1 µM]
4: O=C(Nc1ccc2c(c1)OCCO2)c1ccoc1
 : .	1%	.	-12%[9.22 µM]	2.1%	1%	-2%
5: O=C(N/N=C\CCc1ccccc1)c1ccco1
 : -1%	-1%	4%	0%	2.3%	8%	2%
6: COc1cccc(NC(=O)N2CCCC(C(=O)Nc3ccccc3OC)C2)c1 (stereo unspecified)
 : .	4%	.	-11%	1.1%	7%	-6%[46.1 µM]
7: CCCC(C(=O)N1CCOCC1)N1C(=O)C2C3C=CC(C3)C2C1=O (stereo unspecified)
 : 0%	4%	-1%[38.3 µM]	-17%[9.22 µM]	-1.5%	0%	-24%[46.1 µM]
8: O=C(NCCN1CCCCC1)/C(=N\O)c1ccccc1
 : 5%	6%	-1%[38.3 µM]	26%	-1.1%	-2%	-18%[46.1 µM]
9: CNC(=S)NC(CC(=O)OC)c1ccc2c(c1)OCO2 (stereo unspecified)
 : 3%	10%	4%	-28%	1.6%	.	8%
10: CCN1CCCc2cc(CN(CCN3CCOCC3)C(=O)Nc3ccc(C)c(C)c3)ccc21
 : 1%	?	16%[38.3 µM]	-4%[9.22 µM]	3.8%	.	-26%[46.1 µM]
11: Cc1cc(C)c2c(N)c(C(=O)c3ccc(Cl)cc3Cl)sc2n1
 : -6%	2%	5%	6%	7.6%	2%	-36%
12: O=C(CCN1CCOCC1)Nc1ccc2c(c1)CCC2
 : 1%	2%	20%[38.3 µM]	?	-0.8%	-1%	-1%[46.1 µM]
13: O=C(NC1CCCC1)C(c1ccc(O)cc1)N(CC1CCCO1)C(=O)C1COc2ccccc2O1 (stereo unspecified)
 : -3%	2%	-1%[38.3 µM]	-2%	-0.7%	2%	-15%[46.1 µM]
14: CC(/C=C/c1ccccc1)NC(N)=O (stereo unspecified)
 : 1%	-4%	2%[38.3 µM]	-9%	-0.5%	-1%	19%[46.1 µM]
15: CCOc1ccc(C(CC(=O)O)NC(=O)CCCOc2ccc(Cl)cc2C)cc1 (stereo unspecified)
 : 3%	-9%	12%	32%	-1.1%	-4%	1%
16: O=C(Cn1c(/C=C/c2ccccc2)nc2ccccc21)Nc1ccc(F)cc1
 : -8%	3%	7%	20%	3.4%	5%	-15%[46.1 µM]
17: O=C(NCc1ccccc1)Nc1cccc2ccccc12
 : 0%	4%	-3%	-16%	-0.5%	15%	9%
18: O=C(NCCN1CCCC1)C1CCN(S(=O)(=O)N2CCC3(CC2)OCCO3)CC1
 : -2%	0%	21%[38.3 µM]	-8%	-4.5%	.	1%[46.1 µM]
19: CCOC(=O)c1sc(=S)n(-c2cccc(C(F)(F)F)c2)c1SC
 : 0%	2%	21%[38.3 µM]	4%	0.0%	4%	?
20: Cc1ccc(NC(=O)Nc2sc(=S)n(C)c2C)cc1
 : -2%	-6%	13%[38.3 µM]	-17%	0.7%	.	-8%[46.1 µM]
21: CCOC(=O)C1=C(C)NC(=O)NC1c1ccc(OCC(=O)OC)c(OC)c1 (stereo unspecified)
 : 1%	-9%	6%[38.3 µM]	5%	-0.9%	4%	7%[46.1 µM]
22: Cc1cc(OCC(=O)N(C(C)C)C(C)C)ccc1Cl
 : 1%	1%	-2%	-4%	-0.6%	0%	-31%
23: COc1ccc(CN(Cc2ccccn2)C(=O)CN2C(=O)C(C)Oc3ccccc32)cc1 (stereo unspecified)
 : .	0%	.	-4%	?	0%	-5%[46.1 µM]
24: COc1ccc2cc(Br)ccc2c1CC(=O)NC(C)C
 : 2%	3%	-15%	3%[9.22 µM]	1.0%	-2%	-18%
25: COc1ccc(Cl)cc1C(=O)NNC1CC(=O)N(Cc2ccc(Cl)cc2)C1=O (stereo unspecified)
 : 1%	-6%	-4%	27%	0.0%	-12%	3%
26: O=C(Nc1cc(C(F)(F)F)ccc1Cl)c1cc(C2CC2)on1
 : 2%	9%	-12%	-12%	-1.1%	11%	-7%[46.1 µM]
27: COc1cccc(-c2c[nH]c(=O)[nH]c2=O)c1
 : 3%	5%	0%	-1%[9.22 µM]	0.0%	-3%	-5%
28: CCn1c(SCC(=O)c2cccs2)nnc1-c1cccs1
 : .	0%	.	-5%	-6.7%	-8%	-15%[46.1 µM]
29: Cc1c(C(c2ccccc2O)c2c(C)n(C)n(-c3ccccc3)c2=O)c(=O)n(-c2ccccc2)n1C
 : -3%	3%	13%	-7%[9.22 µM]	-1.0%	-3%	-10%
30: N#C/C(=C1/CCCCCN1)c1nnc2n1CCCCC2
 : 1%	3%	19%[38.3 µM]	-25%	-1.0%	.	-3%[46.1 µM]
31: O=C(CSc1nc(-c2ccc(F)cc2)cs1)Nc1ccccn1
 : 1%	-4%	0%	3%	1.0%	-3%	13%
32: C=CCOc1ccc(CNC(C)(C)CO)cc1OCC
 : -2%	-8%	24%[38.3 µM]	0%	-1.1%	-1%	0%[46.1 µM]
33: C=CCOc1ccc(CNc2ccc3[nH]c(=O)[nH]c3c2)cc1OCC
 : -5%	0%	10%	-17%[9.22 µM]	-0.1%	-11%	14%
34: CCCCNC(=O)c1sc(=S)n(-c2ccccc2OC)c1N
 : 2%	1%	-24%[38.3 µM]	3%	-0.9%	-15%	-31%[46.1 µM]
35: CCCN(Cc1ccccc1)C(=S)Nc1ccc(OC(F)F)cc1
 : .	1%	.	1%	-0.9%	6%	-13%[46.1 µM]
36: CC(=O)C1(C)OC(N)=C(C#N)C(c2ccccc2)C1(C#N)C#N (stereo unspecified)
 : -1%	1%	22%[38.3 µM]	16%	2.2%	-6%	-7%[46.1 µM]
37: O=c1[nH]nc(SCc2nnc(-c3cccc(Cl)c3)o2)n1C1CCCCC1
 : .	10%	.	-2%[9.22 µM]	0.0%	-3%	-20%
38: COc1cccc(NC(=O)N(CCCN2CCOCC2)C(C)c2cc3ccccc3o2)c1 (stereo unspecified)
 : -1%	-1%	37%[activator][38.3 µM]	16%	0.8%	.	-15%[46.1 µM]
39: N#CC(C#SN)=C1CCCCC1
 : -2%	-9%	5%[38.3 µM]	-3%	0.8%	4%	0%[46.1 µM]
40: CCCCCNC(=O)CSC1=N/C(=C\c2ccc(Cl)c(Cl)c2)C(=O)N1CC
 : -2%	7%	12%[38.3 µM]	-17%	0.0%	.	-13%[46.1 µM]
41: O=c1cc(Cl)[nH]c(=O)n1CCNc1ncc(C(F)(F)F)cc1Cl
 : 7%	10%	0%	-29%	0.9%	0%	-21%[46.1 µM]
42: CC1(C)Cc2c(c(-c3ccccc3Cl)[nH]c(=O)c2C#N)CO1
 : -7%	0%	1%[38.3 µM]	18%	0.0%	-3%	-2%[46.1 µM]
43: COc1ccc(CNC(=O)CSc2ncnc3nc[nH]c23)cc1
 : .	1%	.	-18%	-5.4%	-7%	16%[46.1 µM]
44: O=C(CSCc1ccc(Cl)cc1)NN=C1CCCCCC1
 : 0%	-3%	6%	4%	1.9%	3%	15%
45: CCOC(=O)CCn1nc(-c2ccc(C)cc2)c2ccccc2c1=O
 : -3%	10%	10%	.	-1.1%&-0.1%	5%	-47%
46: CCOC(=O)c1cnn(-c2ccc(C(F)(F)F)cn2)c1N
 : -5%	0%	29%[38.3 µM]	-17%	-1.0%	.	-6%[46.1 µM]
47: O=C(NCCN1CCOCC1)c1ccc2c(c1)N(Cc1ccccc1)C(=O)CS2
 : 2%	0%	27%[38.3 µM]	-8%	-0.8%	2%	4%[46.1 µM]
48: Nc1nnc(Cc2ccc(Cl)cc2)s1
 : -2%	4%	6%	-7%	0.0%	-7%	-1%[46.1 µM]
49: Cc1nc(SCC(N)=O)[nH]c(=O)c1CCC(C)C
 : -4%	7%	2%[38.3 µM]	3%	-1.0%	3%	-1%[46.1 µM]
50: CC(C)(C)c1ccc(S(=O)(=O)N2CCN(CCC#N)CC2)cc1
 : 3%	18%	27%[38.3 µM]	-6%	-0.8%	4%	-13%[46.1 µM]
51: N/C(=N\OC(=O)N1CCOCC1)c1ccc(Cl)cc1
 : -11%	1%	4%	0%	3.1%	-13%	28%
52: O=C(O)CCCCCn1c(SCC(=O)c2ccc(O)c(O)c2)nc2ccsc2c1=O
 : 4%	-15%	-3%	24%	0.0%	32µM*	13%
53: COc1ccccc1-c1ccc2ncnc(N3CCN(C)CC3)c2c1
 : -3%	.	32%[activator]	.	2.5%	.	.
54: CC(OC(=O)c1ccc(S(=O)(=O)N(C)c2ccccc2)cc1)C(=O)NCCC1=CCCCC1 (stereo unspecified)
 : 0%	-4%	12%	?	-1.5%	0%	-18%
55: Cc1cccc2c1CC(C)(C)NC2=C(C#N)C#N
 : 5%	-1%	-1%	5%	-1.0%	16%	9%
56: CCOc1ccc(/C=N/OC(C)C(=O)NCc2ccc3c(c2)OCO3)cc1 (stereo unspecified)
 : -1%	2%	4%	14%	-8.0%	-5%	9%
57: CCCNC(=S)N1CCC(C(=O)c2ccc3c(c2)OCCO3)CC1
 : 1%	-1%	0%	-19%	0.2%	.	-8%
58: Cc1cc(C)nc(-n2nc(C)cc2NC(=O)COC(=O)CCC(=O)c2cccs2)n1
 : 6%	2%	-5%[38.3 µM]	1%	2.9%	-3%	-11%[46.1 µM]

Random excerpt: two records from the list, in no set order.
Every second line gives: KinaseGlo FLuc	CBFb-RUNX1 inh	IMPase Li cell	HTT aggregate	Epigenetic reg	L3MBTL1 block	NPSR antagonist
49: Cc1nc(SCC(N)=O)[nH]c(=O)c1CCC(C)C
 : -4%	7%	2%[38.3 µM]	3%	-1.0%	3%	-1%[46.1 µM]
58: Cc1cc(C)nc(-n2nc(C)cc2NC(=O)COC(=O)CCC(=O)c2cccs2)n1
 : 6%	2%	-5%[38.3 µM]	1%	2.9%	-3%	-11%[46.1 µM]
